Screening data (PubChem BioAssay)
aSyn yeast rescue: alpha-synuclein toxicity suppression in yeast; actives 0.02% (n = 94,000); Potency, µM (titrated, usually from 46.1 µM), for the others: at the top dose growth rescue (activation), actives largely listed as activators; S. cerevisiae alpha-synuclein toxicity rescue, BacTiter-Glo growth, 24 h; AID 1347070; active = well fitted activation curve with a large enough effect; inconclusive = small, poorly fitted or top-dose-only effect; note: 0% is about no effect
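Growth restoration measured by BacTiter-Glo luminescence after 24 hr at 30 deg C; alpha-synuclein yeast, raffinose-pregrown to mid-log, were added at OD600=0.02 in galactose medium onto pinned compounds.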
* = called active by the depositor; ? = inconclusive. Potency is the fitted concentration of half-maximal effect. These rows are one share of the data; the hit share may differ from the screen's.

cpd	SMILES	aSyn yeast rescue
1	Cc1cc(C)nc(N2CCC(C(=O)NCC3CCCCC3)CC2)n1	7%
2	Cc1ccc(-c2nc3nc(C)cc(N4CCN(c5cc(Cl)ccc5C)CC4)n3n2)cc1	-13%
3	CN(C)c1ccc(CNC(=O)Cn2c(=O)oc3cc(S(=O)(=O)NCc4ccccc4)ccc32)cc1	7%
4	COc1ccc(-c2nc(SCC(=O)NCc3ccccc3Cl)n[nH]2)cc1	8%
5	CC(C(=O)NCc1ccccc1)N1Cc2ccccc2C1=O (stereo not given)	5%
6	COc1ccc(CCNC(=O)c2cc3c(=O)[nH]c4ccc(C)cc4c3s2)cc1OC	-4%
7	COC(=O)c1ccc(NC(=O)CC2C(=O)N(c3cccc(OC)c3)C(=O)N2Cc2ccco2)cc1 (stereo not given)	6%
8	CCOc1ccc(NC(=O)C2CCN(S(=O)(=O)c3c(C)noc3/C=C/c3cccs3)CC2)cc1	-5%
9	Cc1ccc(CCC(=O)Nc2ccc(N(C)C)cc2)o1	1%
10	O=C(CCCN1C(=O)/C(=C/c2ccccc2)SC1=S)Nc1ccccc1O	4%
11	CCC(C)NC(=O)CSc1n[nH]c(=O)n1CCc1ccccc1 (stereo not given)	5%
12	CC(C)Cn1c(=O)c2sccc2n2c(CCCC(=O)N3CCN(c4ccc(F)cc4)CC3)nnc12	-9%
13	COc1ccc(-c2nc3scc(CCNS(=O)(=O)c4ccc(NC(C)=O)cc4)n3n2)cc1	6%
14	O=C(CN1C(=O)NC2(CCc3ccccc32)C1=O)Nc1cccc(F)c1 (stereo not given)	-6%
15	Cc1ccc(C)c(N2CCN(S(=O)(=O)c3ccc(C4CCCCC4)cc3)CC2)c1	-3%
16	CCC1=Nc2cc(C(=O)N3CCC(C)CC3)ccc2Sc2ccc(C)cc21	-12%

Rewritten as labelled records: 4 of the compounds above
15. Cc1ccc(C)c(N2CCN(S(=O)(=O)c3ccc(C4CCCCC4)cc3)CC2)c1
  aSyn yeast rescue: -3%
10. O=C(CCCN1C(=O)/C(=C/c2ccccc2)SC1=S)Nc1ccccc1O
  aSyn yeast rescue: 4%
13. COc1ccc(-c2nc3scc(CCNS(=O)(=O)c4ccc(NC(C)=O)cc4)n3n2)cc1
  aSyn yeast rescue: 6%
12. CC(C)Cn1c(=O)c2sccc2n2c(CCCC(=O)N3CCN(c4ccc(F)cc4)CC3)nnc12
  aSyn yeast rescue: -9%

The list goes on:
cpd	SMILES	aSyn yeast rescue
17	CCCCOC(=O)C(C)Oc1ccc(=O)n(-c2ccccc2)n1 (stereo not given)	0%
18	CCOc1ccc2ccccc2c1CNCCCN1CCOCC1	-1%
19	Cc1cccc(-c2nn(-c3ccccc3)cc2C(=O)NCC(c2cccs2)N2CCOCC2)c1 (stereo not given)	4%
20	CCOC(=O)c1c(C)n(-c2ccc(C)cc2)c2ccc(OCC(O)CNCCCO)cc12 (stereo not given)	4%
21	Cn1cc(CCNC(=O)CCc2nnc(CCCCc3ccccc3)o2)cn1	7%
22	CCCSc1ncc(Cl)c(C(=O)N(Cc2ccc(Cl)cc2)Cc2ccco2)n1	8%
23	CCOC(=O)C1(CCc2ccccc2)CCN(C(=O)c2occc2C)CC1	7%
24	COc1ccc(CCNC(=O)CCc2c(C)nc3nc(C)nn3c2C)cc1OC	-3%
25	Cc1ccc(C(=O)NCCc2csc(-c3cccnc3)n2)cc1	4%
26	COc1ccc(-c2nc3cc(C)ccn3c2NC(=O)c2cccc(F)c2)cc1	6%
27	Cc1ccc(NC(=O)N2CCc3c([nH]c4ccccc34)C2c2ccccc2F)c(Cl)c1 (stereo not given)	16%
28	CCOCC(=O)N1CCN(c2cccc(Cl)c2)CC1	14%
29	Cc1cc(NC(=O)C2CC(=O)N(c3ccccc3Cl)C2)no1 (stereo not given)	4%
30	COc1cc(NC(=O)CCn2c(=S)[nH]c3ccccc3c2=O)cc(OC)c1OC	-5%
31	COc1ccc(NC(=O)CSC2=Nc3ccccc3C3=NC(CCC(=O)NCc4ccco4)C(=O)N23)cc1 (stereo not given)	-4%
32	O=C(NCC(=O)N1CCCC(C(F)(F)F)C1)c1ccccc1F (stereo not given)	-6%
33	CCCSc1nnc2c(n1)OC(c1cccs1)Nc1ccc(Br)cc1-2 (stereo not given)	-5%
34	CCc1ccccc1NC(=O)CSc1nnc(COc2ccccc2Cl)o1	28%
35	CCN(C(=O)c1ccc(C(=O)N(CC)c2ccccc2C)cc1)c1ccccc1C	12%
36	CC(=O)Nc1ccc(S(=O)(=O)NCCC(=O)Nc2ccc(C)c(F)c2)cc1	-3%
37	Cc1cc2nc(-c3cccc(NC(=O)COc4ccc(Cl)c(C)c4)c3)oc2cc1C	-3%
38	COC(=O)c1sc(N2C(=O)c3oc4ccc(C)cc4c(=O)c3C2c2ccc(O)c(OC)c2)nc1C (stereo not given)	0%
39	O=C(O)C1=CC(c2ccc(Br)cc2)n2ncnc2N1 (stereo not given)	6%
40	CCOc1ccc(CNC(=O)CCS(=O)(=O)c2cc3c4c(c2)CCN4C(=O)CC3)cc1	-7%

Next section, starting with the last 3 of the part before.
cpd	SMILES	aSyn yeast rescue
38	COC(=O)c1sc(N2C(=O)c3oc4ccc(C)cc4c(=O)c3C2c2ccc(O)c(OC)c2)nc1C (stereo not given)	0%
39	O=C(O)C1=CC(c2ccc(Br)cc2)n2ncnc2N1 (stereo not given)	6%
40	CCOc1ccc(CNC(=O)CCS(=O)(=O)c2cc3c4c(c2)CCN4C(=O)CC3)cc1	-7%
41	COc1cc(NC(=O)c2ccccc2F)c(OC)cc1NC(=O)CN1CCCCC1	-13%
42	Cc1cc(C)n2c(Nc3ccc4c(c3)OCCO4)c(-c3ccc(Cl)cc3)nc2n1	-18%
43	CCC(=O)N1CCN(c2ccnc3cc(Cl)ccc23)CC1	-2%
44	Cc1ccc(N(CC(O)Cn2c3ccccc3c3ccccc32)S(=O)(=O)c2ccc(F)cc2)cc1 (stereo not given)	?
45	COc1ccc(-c2nc(SCC(=O)NCCCc3ccccc3)n[nH]2)cc1	4%
46	CN1CCN(C(c2ccc(F)cc2)c2sc3nc(-c4ccco4)nn3c2O)CC1 (stereo not given)	3%
47	O=C(NNC1=C(C(=O)C(F)(F)F)CCC1)c1ccncc1	-18%
48	O=C(CN1CCCN(S(=O)(=O)c2ccc(Br)cc2)CC1)Nc1cccc(C(F)(F)F)c1	-7%
49	CC1=C(C(=O)N2CCOCC2)CC(CC(=O)NCc2cccc3ccccc23)C(=O)N1CCC1=CCCCC1 (stereo not given)	1%
50	COc1ccc(NC(=O)Nc2nnc(N3CCCCCC3)s2)c(OC)c1	2%
51	O=c1nc2n(-c3ccccc3F)c3ccccc3cc-2c(=O)[nH]1	-7%
52	Cc1noc(/C=C/c2ccccc2F)c1S(=O)(=O)N1CCC(C(=O)N(C)Cc2ccco2)CC1	3%
53	O=C(NCCC1=CCCCC1)c1ccc2c(c1)N(Cc1cccc(Cl)c1)C(=O)c1ccccc1S2=O (stereo not given)	9%
54	CC(=O)N1N=C(c2ccc(C)cc2)OC1c1ccc(Br)cc1 (stereo not given)	20%
55	CN(Cc1ccccc1)C(=O)Cn1ncc2c3ccccc3n(Cc3cccc(Cl)c3)c2c1=O	9%
56	Cn1ccc(NC(=O)Nc2ccc(Cl)cc2Cl)n1	-2%
57	CC1=C(C(=O)OC2CCCC2)C(c2c(Cl)cccc2Cl)CC(=O)N1 (stereo not given)	8%
58	O=C1NCCN(Cc2ccc(F)cc2)C1CC(=O)N1CC=C(c2ccccc2)CC1 (stereo not given)	-3%
59	CCc1ccccc1NC(=O)CCNS(=O)(=O)c1ccc2c(c1)CCN2C(=O)C1CC1	-4%
60	O=C(/C=C/c1ccc(Br)cc1)N1CCN(c2cccc(C(F)(F)F)c2)CC1	-22%
61	COc1ccc(OC)c(CNC(=O)C2CCN(c3ncnc4c3nc3n4CCCCC3)CC2)c1	-5%
62	O=C(Cn1c(=O)cnc2ccccc21)NC1CCC(O)CC1 (stereo not given)	-7%
63	O=C(NCCn1cc(SCc2ccccc2F)c2ccccc21)c1cccs1	-20%
64	Cc1cccc(N=Cc2cc(Br)cc(Cl)c2O)c1	10%
65	C=CCNC(=O)NC(=O)COC(=O)C(C)Oc1ccc(Cl)cc1Cl (stereo not given)	4%
66	COc1ccccc1Cn1cccc1C=O	2%
67	CCCN(c1ccc(C(C)C)cc1)S(=O)(=O)c1ccc2c(c1)CCN2C(=O)CC	-5%
68	Nc1nnnn1/N=C/c1ccccc1Cl	10%
69	CC1=C(c2ccc(C)cc2)S(=O)(=O)NC1=NCCCN1CCN(c2ccccc2F)CC1	1%
70	Cc1cc(C(=O)Nc2cccc(F)c2)c2c(C)nn(-c3cccc(Cl)c3C)c2n1	-11%
71	C[C@H]1CN([C@@H](C)CO)C(=O)CCCn2cc(nn2)CO[C@@H]1CN(C)S(=O)(=O)c1ccc2c(c1)OCCCO2	-4%
72	Cc1cc(C)c(S(=O)(=O)N2CCCC(C(=O)NCc3ccccn3)C2)c(C)c1 (stereo not given)	4%
73	Cc1ccc(CNC(=O)c2c(-c3ccccc3F)noc2C)o1	-1%
74	COc1ccccc1CCNC(=O)c1ccc2c(c1)c(C)c(C)n2Cc1ccc(Cl)cc1	4%
75	CCCCc1ccc(NC(=O)C2(C)Cc3ccccc3C(=O)O2)cc1 (stereo not given)	8%
76	Cc1ccc(Cl)cc1NC(=O)NCc1cccn1Cc1ccc(F)cc1	-4%
77	CC(C)(C)c1ccc(C(=O)N(Cc2ccc(F)cc2)Cc2ccco2)cc1	-3%
78	COc1ccccc1CNC(=O)c1ccc(Cl)c(NC2=NC3CS(=O)(=O)CC3S2)c1 (stereo not given)	1%
79	CC(NC(=O)[C@H](Cc1c[nH]c2ccccc12)NC(=O)[C@@H]1Cc2ccccc2CN1)c1ccccc1 (stereo not given in full)	4%
80	CCCCC12CN3CC(C)(CN(C1)C3c1c(C)[nH]c(=O)[nH]c1=O)C2=O (stereo not given)	4%
81	O=C(Nc1nc2ccc(F)cc2s1)C1=COCCO1	-7%
82	CCN1C(=O)[C@H]2[C@@H](c3ccccc3)N[C@]3(CCCN(Cc4ccccc4)C3=O)[C@H]2C1=O	8%
83	C/C(=N/NS(=O)(=O)c1ccccc1)c1ccc(Cl)cc1	10%
84	Cc1cc(C)nc(NS(=O)(=O)c2ccc(NC(=O)COc3ccc(Cl)cc3C)cc2)n1	-3%
85	CCCCn1c(N)c(N(CCOC)C(=O)Cn2c(=O)oc3ccccc32)c(=O)[nH]c1=O	-1%
86	CCOC(=O)c1ccc(NC(=O)c2ccc(-c3cccc(Cl)c3C)o2)cc1	-8%
87	CN1C(=O)NC(c2ccc(O)cc2)C2=C1CN(c1cccc3ccccc13)C2=O (stereo not given)	-1%
88	CCC1CCCCN1C(=O)c1ccc(OC2CCN(C(=O)C3CC3)CC2)cc1 (stereo not given)	-1%
89	COc1ccc(N2CCN(S(=O)(=O)c3c(C)[nH]c(=O)[nH]c3=O)CC2)cc1	-3%
90	Cc1cccc(COC(=O)C(Cc2ccccc2)NC(N)=O)c1 (stereo not given)	6%
91	Cc1ccn2c(=O)c(NC(=O)c3cccc([N+](=O)[O-])c3C)c(C)nc2c1	-1%
92	Cc1cc(C(=O)NCC2CCCCC2)ccc1[N+](=O)[O-]	0%
93	Cc1ccc2c(c1)sc1nc(=O)n(-c3ccc(Cl)c(Cl)c3)c(=O)n12	-12%
94	O=C(Nc1cccc(Cl)c1Cl)c1cc(S(=O)(=O)NCc2ccc3c(c2)OCO3)ccc1F	1%
95	COc1ccc(Cl)cc1NC(=O)CCN1C(=O)NC(C)(C)C1=O	-3%
96	O=c1[nH]c2cc([N+](=O)[O-])ccc2c2cc(Br)ccc12	1%

Additional results:
cpd	SMILES	aSyn yeast rescue
97	CC1CCc2c(sc3ncnc(SC(C)C(=O)NCC4CCCO4)c23)C1 (stereo not given)	6%
98	COc1ccc(OC)c(Nc2nc3ccccc3n3c(C)nnc23)c1	-1%
99	COc1ccc(-n2c(SCC(=O)c3ccccc3)nc3c([nH]c4ccccc43)c2=O)cc1	-8%
100	COc1ccc(CN(CCC(c2ccc3c(c2)OCO3)c2ccccc2OC)C(C)=O)cc1 (stereo not given)	-5%
101	Cc1ccc(Cn2cc(CCC(=O)NC3CCCCC3)c3ccccc32)cc1	4%
102	COc1ccc(N(C(=O)COc2ccccc2OC)S(=O)(=O)c2ccc(Cl)cc2)cc1	0%
103	COc1ccc(NS(=O)(=O)c2cccc(N/C(=N\S(=O)(=O)c3ccccc3)c3ccc(F)cc3)c2)cc1	-11%
104	CCOC(=O)c1ccc(N2C(=O)c3n[nH]c(C)c3C2c2ccc(C(C)(C)C)cc2)cc1 (stereo not given)	-8%

Looked up one by one from above:
cpd	SMILES	aSyn yeast rescue
99	COc1ccc(-n2c(SCC(=O)c3ccccc3)nc3c([nH]c4ccccc43)c2=O)cc1	-8%
97	CC1CCc2c(sc3ncnc(SC(C)C(=O)NCC4CCCO4)c23)C1 (stereo not given)	6%
103	COc1ccc(NS(=O)(=O)c2cccc(N/C(=N\S(=O)(=O)c3ccccc3)c3ccc(F)cc3)c2)cc1	-11%
101	Cc1ccc(Cn2cc(CCC(=O)NC3CCCCC3)c3ccccc32)cc1	4%

Following part.
cpd	SMILES	aSyn yeast rescue
105	COc1ccc(N2CC3=C(C2=O)C(c2ccc(Br)cc2)NC(=O)N3C)cc1 (stereo not given)	4%
106	O=C(NC(=S)Nc1ccc(S(=O)(=O)NC2CCCCC2)cc1)c1cccs1	?
107	Cc1ccc([N+](=O)[O-])cc1N=C1C(=O)Nc2ccccc21	-5%
108	COc1ccc(S(=O)(=O)N2CCN(C(=O)NCc3ccc(C)cc3)CC2)cc1	-7%
109	COc1ccc(C(c2c(O)cc(C)n(Cc3ccco3)c2=O)N2CCCCC2)cc1OC (stereo not given)	1%
110	O=C(CN1CCN(Cc2ccc3c(c2)OCO3)CC1)NCC(F)(F)F	7%
111	Cc1ccc(OCC(=O)Nc2ccc(OCc3cc(=O)n4ccsc4n3)cc2)cc1C	-5%
